Bioassay records (PubChem)
LANA DNA inh = KSHV C-LANA DNA binding inhibition; MBP-C-LANA/FAM-LBS DNA binding, fluorescence polarization; inhibition, % at 9 µM; hit rate 0.078% among 340,000;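 active means highest replicate inhibition at or above 60% at 9 µM, even if other replicates fall short; inactive means all replicates below 60% inhibition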;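 further: 0% = neutral control wells and 100% = 4 µM acridine orange control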
CAL PDZ FP-1 = inhibitors of human CAL PDZ peptide binding | inhibition, % at 20 µM | Q9HD26 | purified CAL PDZ, TMR-peptide fluorescence polarization, 1 h | hit rate 0.02% among 330,000 | AID 504414;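 active means highest replicate inhibition of at least 40%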;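 further: plate controls were DMSO neutral control wells for no effect and unlabeled competitor peptide control wells for full effect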
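Test system: tagged CAL PDZ domain / Buffer or medium: sodium phosphate/NaCl buffer pH 7.4 with TCEP, IgG, Thesit / Reagent: TMR-labelled reporter peptide T*-PRC34 bound in PDZ groove / Compound dosing: single point, 20 µM / Schedule: 1 h incubation at room temperature before polarization reading / Technique: fluorescence polarization (mP) / Benchmarks: unlabelled peptide, DMSO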
Pemphigus Ab inh = blocks pemphigus antibody binding to human desmoglein-3. binding (percent of control), % at 10 µM. hit rate 0.48% among 310,000. P32926. DSG3-coupled beads, scFv-anti-DSG3-GFP binding, flow cytometry; stronger effect = lower value;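 active means binding more than 3 SD below its plate's average and above zero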; further: some compounds called inactive have numbers as strong as hits
Target sequence (P32926 whole entry, looked up): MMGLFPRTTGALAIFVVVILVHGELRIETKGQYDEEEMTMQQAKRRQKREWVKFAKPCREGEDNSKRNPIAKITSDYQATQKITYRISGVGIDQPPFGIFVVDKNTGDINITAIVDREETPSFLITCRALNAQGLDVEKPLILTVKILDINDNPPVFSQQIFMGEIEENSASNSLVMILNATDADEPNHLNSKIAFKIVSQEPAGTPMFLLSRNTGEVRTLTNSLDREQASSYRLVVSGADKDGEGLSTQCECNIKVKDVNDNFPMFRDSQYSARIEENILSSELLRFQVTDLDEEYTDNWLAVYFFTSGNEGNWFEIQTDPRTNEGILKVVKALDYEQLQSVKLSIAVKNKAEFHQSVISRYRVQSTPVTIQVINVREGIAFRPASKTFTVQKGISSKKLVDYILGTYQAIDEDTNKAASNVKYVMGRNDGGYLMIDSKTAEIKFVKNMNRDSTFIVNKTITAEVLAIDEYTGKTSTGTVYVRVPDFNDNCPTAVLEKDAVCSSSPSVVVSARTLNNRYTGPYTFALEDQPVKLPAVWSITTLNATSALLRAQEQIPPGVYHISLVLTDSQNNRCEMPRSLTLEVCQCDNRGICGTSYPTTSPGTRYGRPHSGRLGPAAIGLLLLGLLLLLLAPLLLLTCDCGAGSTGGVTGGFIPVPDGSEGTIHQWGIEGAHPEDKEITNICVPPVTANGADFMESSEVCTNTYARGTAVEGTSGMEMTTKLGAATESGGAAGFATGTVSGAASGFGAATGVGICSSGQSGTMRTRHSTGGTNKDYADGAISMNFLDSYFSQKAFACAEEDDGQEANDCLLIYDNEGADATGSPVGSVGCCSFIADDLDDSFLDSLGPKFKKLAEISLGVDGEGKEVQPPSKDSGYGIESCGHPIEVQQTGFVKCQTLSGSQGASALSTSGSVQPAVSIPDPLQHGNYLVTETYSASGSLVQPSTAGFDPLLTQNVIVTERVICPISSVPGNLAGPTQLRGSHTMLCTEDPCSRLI
Keap1-Nrf2 PPI = inhibitors of human Keap1-Nrf2 protein-protein interaction; inhibition, % at 9.4 µM; Q14145; AID 504523; Keap1 Kelch-Nrf2 peptide fluorescence polarization, 1536-well; hit rate 0.15% among 340,000; in the data active means inhibition above about 12%;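 further: human Keap1 Kelch domain with fluorescein labeled Nrf2 9mer peptide probe; 0% = neutral control wells and 100% = peptide positive control; higher means more block of Keap1 binding to Nrf2 peptide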
V-ATPase pH = yeast V-ATPase proton transport regulation by pHLuorin; S. cerevisiae, pHLuorin cytosolic pH fluorescence; response, % at 10 µM; hit rate 0.37% among 350,000; in the data active means response mostly above about 7.3%, no sharp cut-off; inactive means mostly below about 5.4%; further: actives read high; inactives centre near 0; some compounds called inactive have numbers as strong as hits
DAGLB inhibitor = blocks human DAGLB lipase activity; HEK293T DAGLB membrane lysate, EnzChek fluorogenic substrate; AID 504411; Q8NCG7; hit rate 0.059% among 340,000; inhibition, % at 5.17 µM; in the data active means inhibition above about 34%;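 further: 0% = enzyme with vehicle and 100% = wells lacking enzyme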
CAL PDZ FP-2 = blocks peptide binding to the human CAL PDZ domain; Q9HD26; purified CAL PDZ, TMR-peptide fluorescence polarization, 1 h; inhibition, % at 24.9 µM; hit rate 0.92% among 300,000; AID 602252;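 active means mean inhibition of at least 30% with at least half of replicates also reaching 30%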;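 further: 0% = DMSO neutral control and 100% = excess unlabeled competitor peptide PRC23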
RTF Ca sens inh = cardiac RTF calcium desensitization | P19429+P45379 | IANBD-labeled cardiac RTF, Ca2+ fluorescence | inhibition, % at 7.15 µM | hit rate 0.12% among 340,000;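 active means inhibition above the mean inhibition of all tested compounds plus 3 SD, cut at about 17% in these data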;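 further: assay run at fixed EC70 calcium of 1.6 mM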
NSD2 inh = blocks human histone methyltransferase NSD2; AID 743445; NSD2 peptide methylation, AlphaScreen, 120 min; hit rate 0.54% among 310,000; inhibition, % at 12.5 µM; O96028; in the data active means inhibition above about 50%
Arr AP2 block = blocks beta-arrestin peptide binding to AP2 adaptin | FITC-arrestin peptide / GST-AP2 beads, flow cytometry; AP2 beta2 appendage carries R879A mutation | inhibition, % at 10 µM | hit rate 0.31% among 340,000;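 active means inhibition above a set limit, near 3 SD of compounds lacking own fluorescence, cut at about 54% in these data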;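 further: plate controls were DMSO wells for no effect and 5 µM unlabelled arrestin peptide for full effect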
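system = GST-tagged AP2 beta2-adaptin appendage (R879A) on 4 µm glutathione beads | reagent = FITC-labelled arrestin peptide probe, 50 nM final | schedule = compound with beads 12 min RT, then probe 1 h RT | signal = HyperCyt-sampled flow cytometry, FL1 channel, ex 488/em 535 nm | read-out = percent response from loss of bead-bound FITC fluorescence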
* = called active by the depositor; / = not tested or not shown.

SMILES | LANA DNA inh | CAL PDZ FP-1 | Pemphigus Ab inh | Keap1-Nrf2 PPI | V-ATPase pH | DAGLB inhibitor | CAL PDZ FP-2 | RTF Ca sens inh | NSD2 inh | Arr AP2 block
Cc1nc([N+](=O)[O-])c(C(=O)OCc2ccccc2Br)n1C | -2.1 | -0.2 | 97 | 3 | 8 | 2 | -3 | 0 | 1 | 48
Cc1cccc(OCC(=O)NC(=S)Nc2ccccc2N2CCOCC2)c1 | 1.7 | -0.9 | 102 | -2 | 2 | -10 | -4 | 15 | -4 | -3
Oc1ccc(Nc2nc(-c3ccc4ccccc4c3)cs2)cc1 | -0.2 | 1.5 | 99 | -2 | 0 | 4 | / | -6 | 10 | -5
CCN(CC)c1ccc(N)cc1 | -2.5 | 0.6 | 101 | -2 | 1 | 9 | -15 | -8 | / | 24
CCCNC(=O)CCn1cc(-c2ccc(OC)cc2)nc1CCN | -1.4 | 0.1 | 109 | 0 | -5 | -3 | 0 | -3 | / | 24
CC(OC(=O)C1CC1)C(=O)Nc1ncc(Cl)cc1Cl (stereo not given) | -1.7 | -0.9 | 102 | 0 | 4 | 1 | -4 | -4 | -4 | -12
CC(/C=C/c1ccc(N(C)C)cc1)=N/N=C1/NC(=O)CC(C(=O)Nc2ccc(Cl)cc2)S1 (stereo not given) | 1.4 | -0.2 | 101 | 1 | -4 | 6 | -3 | -5 | 0 | 21
O=C(NC1CC1)C1=C[C@@H](c2ccc3c(c2)OCO3)C[C@@H](OCc2ccc(CO)cc2)O1 | -0.6 | -1.1 | 110 | -1 | -1 | 1 | -14 | -7 | / | 1
NS(=O)(=O)c1ccc(NC(=O)COc2ccc(Cl)cc2)cc1 | -1.6 | -0.3 | 98 | 1 | -2 | -1 | -3 | 3 | 1 | 2
O=C(Nc1cc(C(F)(F)F)ccc1N1CCOCC1)C1=COCCO1 | -15 | 0.3 | 122 | 2 | 2 | -2 | -5 | -2 | 1 | 55*
Cc1c(C(=O)NCCC2=CCCCC2)cccc1[N+](=O)[O-] | 0.4 | -0.6 | 102 | -2 | 6 | -1 | -6 | 4 | 1 | -3
O=C(N/N=C/C1CCCCC1)c1ccccc1-n1cccc1 | 0.2 | -0.1 | 106 | -2 | -2 | -1 | -4 | -3 | 2 | 23
Cc1ccc(N2C(=O)CC(Cn3nc(C)cc3C)C2=O)cc1 (stereo not given) | 1.8 | -2.0 | / | -3 | 0 | 1 | -1 | 1 | 4 | 19
COc1cccc2cc(C(=O)N(Cc3ccccc3)CC3CCCO3)c(=O)oc12 (stereo not given) | 2.6 | -0.7 | 85 | 0 | -5 | 1 | 43* | 0 | 0 | -3
CC1=NN(C(=O)c2ccccc2Cl)C(O)(c2cccnc2)C1 (stereo not given) | -0.1 | 1.1 | 106 | -1 | -1 | 1 | -3 | 10 | 1 | -19
CC1CCCC/C1=N\Nc1ccc(S(N)(=O)=O)cc1[N+](=O)[O-] (stereo not given) | 0.4 | -4.1 | 132 | -2 | -2 | 9 | -2 | -14 | 5 | -9
COCCNC(=O)c1ccc(NC(C)=O)cc1 | -0.6 | -0.5 | 73 | 1 | 2 | 1 | -1 | 2 | 1 | 19
Nc1ccc(S(=O)(=O)NNC(=O)C(=O)NNc2ccccn2)cc1 | 1.1 | 1.3 | 99 | -2 | -1 | 0 | -1 | -19 | -2 | 6
COC(=O)C1=C(C(=O)OC)[C@@H]2N(C)c3ccc(OC)cc3[C@@]23C[C@@H](C(=O)OC)N=C3N1 | 1.5 | 0.9 | 107 | -5 | 2 | 1 | 1 | -14 | / | -7
COc1ccccc1NC1=NC2(CCCC2)N=C(N)N1 | 0.3 | -1.9 | 115 | -6 | -2 | -1 | -1 | -7 | 0 | 5
Cn1nc(C(F)(F)F)c2cc(C(=O)Nc3ccc(F)cc3)sc21 | 0.1 | -2.8 | 113 | 3 | -1 | -4 | -2 | -6 | -2 | 30
Clc1ccc(SCCCN2CCCCC2)cc1 | 0.8 | -2.9 | 101 | -5 | -1 | 1 | -2 | -19 | 6 | -10
CCC(=O)N(Cc1ccco1)c1nc(-c2ccccc2)cs1 | 0.6 | -0.5 | 101 | -4 | -2 | -11 | -3 | -2 | 1 | 26
Cc1ccc(-n2cnc(N)c2C(=O)c2cccc([N+](=O)[O-])c2)cc1 | 6.7 | -0.7 | 107 | 1 | 1 | 1 | / | -3 | 7 | 7
COc1ccc(OC)c(CCNC(=O)Cc2ccc(NC(=O)C3=C(C)OCCS3)cc2)c1 | / | / | 103 | / | 1 | -3 | / | / | -5 | /

Part of the list above in order of formula weight, highest first.
SMILES | LANA DNA inh | CAL PDZ FP-1 | Pemphigus Ab inh | Keap1-Nrf2 PPI | V-ATPase pH | DAGLB inhibitor | CAL PDZ FP-2 | RTF Ca sens inh | NSD2 inh | Arr AP2 block
O=C(NC1CC1)C1=C[C@@H](c2ccc3c(c2)OCO3)C[C@@H](OCc2ccc(CO)cc2)O1 | -0.6 | -1.1 | 110 | -1 | -1 | 1 | -14 | -7 | / | 1
Cc1cccc(OCC(=O)NC(=S)Nc2ccccc2N2CCOCC2)c1 | 1.7 | -0.9 | 102 | -2 | 2 | -10 | -4 | 15 | -4 | -3
CC1CCCC/C1=N\Nc1ccc(S(N)(=O)=O)cc1[N+](=O)[O-] (stereo not given) | 0.4 | -4.1 | 132 | -2 | -2 | 9 | -2 | -14 | 5 | -9
Cc1c(C(=O)NCCC2=CCCCC2)cccc1[N+](=O)[O-] | 0.4 | -0.6 | 102 | -2 | 6 | -1 | -6 | 4 | 1 | -3
CCN(CC)c1ccc(N)cc1 | -2.5 | 0.6 | 101 | -2 | 1 | 9 | -15 | -8 | / | 24

Later entries
SMILES | LANA DNA inh | CAL PDZ FP-1 | Pemphigus Ab inh | Keap1-Nrf2 PPI | V-ATPase pH | DAGLB inhibitor | CAL PDZ FP-2 | RTF Ca sens inh | NSD2 inh | Arr AP2 block
O=C(NCCCO)C(=O)NCCc1ccc(Cl)cc1 | -0.8 | -1.4 | 110 | -3 | 2 | 2 | -4 | 1 | -3 | -3
CCCC(=O)Nc1ccc(NC(=O)c2ccccn2)cn1 | 0.5 | -2.3 | 100 | -3 | 6 | 1 | -5 | 8 | 1 | 13
N#Cc1sc2nc(-c3cccs3)cc(-c3ccccc3)c2c1N | -0.9 | -0.8 | 96 | -1 | -3 | 0 | -4 | 0 | -1 | 3
Cc1cc(C)cc(NC(=O)c2ccccc2NC(=O)CCC(=O)O)c1 | -1.1 | -0.2 | 99 | 0 | 1 | 1 | -3 | -21 | -3 | -5
O=C(Nc1cnn(Cc2ccc(Cl)cc2)c1)c1cnccn1 | 0.5 | -0.6 | 102 | 1 | 0 | 0 | 4 | -4 | 1 | 13
Cc1ccc(C)c(NC(=O)CN(C)C(=O)c2cc3c(s2)CCCCC3)c1 | -1.4 | -1.1 | 109 | -5 | -4 | -1 | / | -6 | 0 | -1
CC(=O)c1ccc(NC(=O)COC(=O)C2CC3C=CC2C3)cc1 (stereo not given) | -2.4 | -0.5 | / | -1 | 3 | -5 | -1 | 3 | -1 | 27
Cc1nn(CC(=O)NNC(=S)NCC2CCCO2)c(C)c1Br (stereo not given) | 0.0 | -1.3 | 101 | 0 | 0 | 3 | -1 | -3 | 0 | 16
O=C(Nc1ccc(C(=O)N2CCCCC2)cc1)c1ccccc1Cl | 2.1 | -0.8 | 106 | 0 | 0 | -1 | -8 | 3 | -1 | -13
O=C(CSc1nncn1-c1ccccc1)N1CCCC1 | -0.3 | -0.5 | 106 | 0 | 8 | -1 | -1 | -1 | 1 | 10
CCn1c(=O)oc2cc(NC(=O)CCl)ccc21 | 0.5 | -0.1 | 103 | -2 | -3 | 1 | / | -1 | -31 | 9
COc1ccc(N2CCN(Cc3nnc(-c4ccccc4)o3)CC2)cc1 | 1.4 | -1.8 | 106 | -2 | 4 | 0 | -1 | -16 | 42 | 4
COc1ccc(CNC(=O)C2CC(=O)N(C3CCCC3)C2)cc1 (stereo not given) | 0.1 | -0.5 | 101 | -5 | -3 | 2 | -4 | -1 | -2 | 0
Cc1cccc(NC(=O)c2cc3ccccc3nc2C)c1 | -0.8 | -2.8 | 116 | 0 | -5 | 0 | 1 | -11 | 8 | 27
Cc1cc(=O)[nH]c(SCC(=O)Nc2ccc(N3CCCCC3)cc2)n1 | 1.3 | -0.2 | 98 | 2 | 3 | 1 | / | -7 | -5 | -12
O=C(CCN1C(=O)c2ccc(Br)cc2C1=O)NC1CCCCC1 | -1.3 | 0.9 | 104 | 6 | -2 | 1 | 10 | -3 | 1 | 23
C=C(C)COC(=O)c1ccccc1C(=O)OCC1(C)CO1 (stereo not given) | -4.5 | -0.2 | 112 | 3 | 0 | 0 | -10 | 8 | 1 | 2
CC(C)N(C)S(=O)(=O)c1ccc(Cl)c(C(=O)O)c1 | 0.0 | -0.3 | 87 | 0 | -2 | 1 | 4 | -4 | 1 | -5
NC(=O)C1CCN(C(=O)c2ccc(NS(=O)(=O)c3ccc(F)cc3)cc2)CC1 | 0.3 | 1.0 | 104 | 1 | 3 | 0 | / | -10 | -1 | 4
c1ccc(-n2nc3c(ccc4cnnc43)[nH]2)cc1 | -0.3 | -1.7 | 105 | -3 | -5 | -7 | -2 | -1 | 26 | 6
CCOC(=O)c1cc(-c2ccccc2)nn1Cc1cc(CC)no1 | 0.3 | 0.3 | 105 | 0 | -2 | -14 | 0 | -6 | / | 29
Cc1ccc2c(n1)sc1c(N)ncnc12 | -0.2 | 2.7 | 112 | 1 | 15 | -4 | / | -2 | -2 | 0
COc1ccc(CC2(CO)CCN(Cc3c(C)nn(C(C)C)c3C)CC2)cc1 | 2.4 | -0.6 | 96 | -2 | 3 | -3 | 2 | -17 | 1 | 14
CCc1ccc(OCCCC(=O)NCc2ccccc2)cc1 | 0.8 | -0.6 | 107 | -2 | 1 | -10 | -2 | -4 | -4 | 0
C#CCNC(=O)C1=C[C@H](c2ccc3c(c2)OCO3)C[C@H](OCc2ccc(CO)cc2)O1 | -0.3 | -0.6 | 103 | -4 | 11 | 2 | -4 | 1 | / | 16
Cc1cc(Cl)nc2c(C(C)C)cccc12 | -0.3 | -0.3 | 106 | -6 | -2 | -1 | 3 | 5 | -1 | -2
CCCCN(CC)CCNC(=O)c1cn(C)c(=O)c2c1c1ccccc1n2C | 1.6 | -1.2 | 97 | -1 | -1 | -2 | -1 | -1 | 14 | 1
COc1ccc(NC(=O)c2cc(C)nc3ccccc23)cc1S(=O)(=O)Nc1ccccc1Cl | 0.0 | -0.4 | 98 | 0 | -3 | 0 | 5 | 11 | -1 | 28
COC(=O)C1=C(C(=O)OC)[C@@H]2N(Cc3ccccc3)c3ccccc3[C@@]23C[C@@H](C(=O)OC)N(C(=O)NC2CCCCC2)C3=N1 | 3.3 | 1.5 | 105 | -2 | 3 | -3 | -5 | 7 | / | -3
Cc1ccc(S(=O)(=O)N2CCN(C(=O)CN3C(=O)c4ccccc4C3=O)CC2)c(C)c1 | 0.0 | 0.5 | 89 | -4 | -4 | -1 | -6 | -4 | 0 | 0

An excerpt (hit frequency here may not be typical).
